mouse EphA4 binding – EphA4 ligand-binding antagonists – biochemical, colorimetric, mouse EphA4, primary screen (AID 689) | one-dose inhibition, % at 10 µM; IC50 in µM for titrated hits | EphA4-AP binding to KYL peptide, pNPP A405; higher % means a stronger effect | actives 0.1% (n = 62,000); in the data active = a potency from the dose series; inactive = the rest, 99 in 100 with inhibition below about 22%
The depositor's hits bear a star. A portion of the library (hit frequency here may not be typical).

SMILES	mouse EphA4 binding
CCC(=O)OCc1c(C(F)(F)F)nn(C)c1Oc1cccc(C(F)(F)F)c1	1%
CCN(CC)C(=O)C(=O)c1cccn1-c1cccc(-n2cccc2C(=O)C(=O)N(CC)CC)c1C#N	-10%
O=C(C1=C(O)C(=O)N(c2ncc(S(=O)(=O)c3ccc([N+](=O)[O-])cc3)s2)C1c1ccc(F)cc1)c1ccco1 (stereo unspecified)	-5%
CC1=C(C(=O)Nc2ccccc2F)C(c2ccsc2)C2=C(CC(c3ccccc3)CC2=O)N1 (stereo unspecified)	-16%
Cc1cccc(NCCC(=O)c2ccc(Br)cc2)c1	-7%
CC1(C)CC(=O)C2=C(C1)Nc1ccccc1NC2c1ccc2c(c1)OCO2 (stereo unspecified)	-2%
Cc1cccc(C)c1N1CCN(C(=O)Nc2ccc3c(c2)OCCO3)CC1	-5%
COc1cccc(C(=O)Nc2ccc(S(=O)(=O)Nc3onc(C)c3C)cc2)c1	-2%
Cc1ccccc1-n1c(SCc2c(C)noc2C)nnc1-c1c[nH]c2ccccc12	-18%
Cc1ccc(S(=O)(=O)NCCCCCC(=O)Nc2nccs2)cc1	19%
COc1cccc(-c2nc3n(n2)C(c2ccc4c(c2)OCO4)C(C(N)=O)=C(C)N3)c1 (stereo unspecified)	0%
CCCC12CN3CC(C)(CN(C1)C3c1ccc(OC)cc1)C2=O (stereo unspecified)	-11%
Fc1ccc(CSc2nnc(Cc3sc(-c4ccccc4)nc3-c3ccccc3)o2)cc1	1%
O=C(NCc1cccnc1)C1CCN(S(=O)(=O)c2cccs2)CC1	-8%
CN1C(=O)CC(N2CCC(c3nc4ccccc4[nH]3)CC2)C1=O (stereo unspecified)	-6%
COC(=O)c1cc2sc(Cl)cc2n1Cc1nc(-c2ccccc2)oc1C	1%
O=C1c2ccccc2C(=O)N1CCOCCN1C(=O)c2ccccc2C1=O	-9%
CCOC(=O)c1[nH]c(C)c(CN(CCc2ccc(OC)c(OC)c2)C(=O)CCCC(=O)O)c1C	-3%
CC(C)C(=O)N1c2ccccc2NC2=C(C(=O)CCC2)C1c1ccc(N(C)C)cc1 (stereo unspecified)	5%
O=[N+]([O-])c1ccc2nc(SCc3ccccc3Cl)sc2c1	2%
N#C/C(=C\c1cc([N+](=O)[O-])c(N2CCCCC2)cc1N1CCCCC1)c1nn(-c2ccccc2)c(N)c1C#N	-1%
O=S(=O)(c1ccc(Oc2ncnc3scc(-c4ccccc4)c23)cc1)N1CCOCC1	1%
CC(C(=O)NCc1cccs1)n1cccc1 (stereo unspecified)	-2%
Cc1nc(SCC(=O)NC(=O)NCc2ccccc2)nc(C)c1C	-2%
CCC1=NN2C(=N)/C(=C/c3ccc(-c4ccc(C(=O)O)cc4)o3)C(=O)N=C2S1	8%
CC(C)OCCCNC(=O)c1c(N)n(/N=C/c2cccs2)c2nc3ccccc3nc12	-24%
COCc1cc(=O)n2[nH]c(C(F)(F)F)nc2n1	11%
COc1ccc(C2CC(=O)C(C)(C)O2)cc1 (stereo unspecified)	-2%
CCOC(=O)CSc1ncnc2c1nnn2-c1ccc(F)cc1	1%
Cc1occc1C(=O)N/N=C/c1c[nH]c2ccccc12	-11%
O=C1[C@@H]2CSCN2C(=O)CN1CCc1cccc(F)c1	-10%
CC(C)CNC(=O)c1cc(-c2ccc(Cl)c(Cl)c2)on1	0%
Cc1ccnc(N2CCC(C(=O)Nc3ccc4c(c3)CCC4)CC2)n1	-14%
CN1C(=O)C(=O)N(CC(=O)N2CCc3ccccc32)C1=O	-4%
O=C(Nc1cccc(-c2csc(-c3ccccc3)n2)c1)c1cc2ccccc2oc1=O	-18%
c1ccc2nc(-c3ccncc3)ccc2c1	-2%
Cc1ccc(Sc2c(C(=O)Nc3ccc(F)cc3F)c(C(F)(F)F)nn2C)cc1	-10%
COc1cccc(N(C(=O)c2ccco2)c2nc(-c3sc(NC(=O)c4ccco4)nc3C)cs2)c1	-6%
O=C(COC(=O)C(O)c1ccccc1)NC12CC3CC(CC(C3)C1)C2 (stereo unspecified)	20%
CN(C)c1ccc(/C=C2\C(=O)NC(=O)N(c3ccc(Cl)cc3)C2=O)cc1Br	-7%
Cc1nn(-c2ccccc2)c2nc(-c3ccncc3)cc(C(=O)NCc3ccco3)c12	-8%
Cc1cccc(NC(=O)COc2ccc3ccccc3c2)c1C	5%
O=C(Nc1ncc(Cc2ccccc2)s1)c1cccs1	-7%
O=C(O)CCc1nnc2n(Cc3ccc(F)cc3)c(=O)c3ccccc3n12	-2%
O=C(c1cccs1)N(Cc1ccco1)Cc1cc2ccccc2[nH]c1=O	-6%
NS(=O)(=O)c1ccc(NC(=O)C2CCCN(S(=O)(=O)c3ccc(F)cc3)C2)cc1 (stereo unspecified)	11%
Cc1cc(C)c(S(=O)(=O)Nc2ccc(OCC(=O)O)cc2)c(C)c1	4%
Cc1ccc(C(=O)c2cc([N+](=O)[O-])ccc2N2CCOCC2)c(C)c1	-18%
Cc1c(C(=O)Nc2ccc(Oc3ccccc3)cc2)sc2nc3n(c(=O)c12)CCC3	-3%
CCOC(=O)CSC1=C(C#N)C(c2ccccc2OC)CC(=O)N1 (stereo unspecified)	-23%
Cc1ccc(C(=O)CC2(O)C(=O)N(Cc3ccc4c(c3)OCO4)c3ccccc32)cc1 (stereo unspecified)	-7%
Cc1ccc(N(CC(=O)N2CCc3ccccc32)C2=NC(=O)CS2)cc1	5%
COc1ccc([N+](=O)[O-])cc1NC(=S)NC(NC(=O)C(c1ccccc1)c1ccccc1)C(Cl)(Cl)Cl (stereo unspecified)	2%
Cc1ccc(C)c2nc3sc(C(=O)N4CCCc5ccccc54)c(N)c3cc12	8%
CC(=O)C12c3ccccc3C(c3ccccc31)C1C(=O)N(c3cccc(C(=O)O)c3)C(=O)C12 (stereo unspecified)	1%
COc1cc(NC(=O)Cn2c(C)cc3ccccc3c2=O)cc(OC)c1OC	0%
CCOC(=O)N1CCN(C(=O)Nc2sc3nc4n(c(=O)c3c2C)CCC(C)CC4)CC1 (stereo unspecified)	7%
COc1cccc(C2NC(=O)NC(C)=C2C(=O)Nc2ccccc2C)c1 (stereo unspecified)	-10%
COc1ccc(N2CCN(Cc3nc4c(c(=O)n(C)c(=O)n4C)n3CC(C)=O)CC2)cc1	-12%
CSc1ccccc1NC(=O)c1cc2n(n1)C(C(F)(F)F)CC(c1ccc(Br)cc1)N2 (stereo unspecified)	-7%
The listing continues.
SMILES	mouse EphA4 binding
CC(C)NC(=O)CCS(=O)(=O)c1cccc2nonc12	1%
CCOc1ccc2c3c(c(=O)oc2c1OCC)CCCC3	-5%
CC(=O)c1cccc(NC(=O)N2CCCC2C(=O)NC2CCCCC2)c1 (stereo unspecified)	6%
CCOC(=O)c1cc2sc(C)cc2n1CCCN1C(=O)c2ccccc2C1=O	-14%
COc1cc(C=C2C(=O)NC(=S)NC2=O)ccc1OCCOc1ccc(C(C)(C)C)cc1	24%
CCOCCOC(=O)c1ccc(NC(=O)COc2c(C)cccc2C)cc1	12%
COC(=O)c1[nH]c2cc(OC)c(OC)cc2c1NC(=O)CN1CCN(Cc2ccccc2)CC1	-5%
CC(=O)N1CCN(c2ccc(NC(=O)c3cccc(Cl)c3)cc2)CC1	-1%
CCOC(=O)N1CCN(c2cc(N3CCN(CC)CC3)c(F)cc2[N+](=O)[O-])CC1C (stereo unspecified)	-7%
Cc1ccc(-n2[nH]c(=O)c(/C=C3\C=Nc4ccccc43)c2O)cc1Cl	-8%
NC(=S)c1cc2ccc(O)cc2oc1=O	-2%
C=CCNC(=O)C1CCN(S(=O)(=O)c2ccc(Br)cc2)CC1	7%

An excerpt from above in order of their number in mouse EphA4 binding, largest number first:
SMILES	mouse EphA4 binding
CC(=O)N1CCN(c2ccc(NC(=O)c3cccc(Cl)c3)cc2)CC1	-1%
COC(=O)c1[nH]c2cc(OC)c(OC)cc2c1NC(=O)CN1CCN(Cc2ccccc2)CC1	-5%
CCOC(=O)c1cc2sc(C)cc2n1CCCN1C(=O)c2ccccc2C1=O	-14%

Later entries:
SMILES	mouse EphA4 binding
Cc1nc2c(-c3ccc(F)cc3)c(C)nn2c(C)c1CCC(=O)NCc1ccco1	-5%
CCOc1cccc(C(=O)Nc2ccc3ccccc3c2)c1	5%
CCOC(=O)Cc1csc(NC(=O)CSc2nnnn2-c2ccc(CC)cc2)n1	-2%
CCOc1ccc2nc(N/C(N)=N/C(=S)Nc3cccc(C)c3)nc(C)c2c1	-9%
O=C(CSCc1nc2ccccc2[nH]1)Nc1ccccc1	-10%
COc1ccc(CCNC2CC(=O)N(CCc3ccccc3)C2=O)cc1OC (stereo unspecified)	6%
CCCOc1ccc(C2C(C#N)=C(N)Oc3nc[nH]c(=O)c32)cc1OC (stereo unspecified)	-3%
Cc1cccc(NC(=O)CN(C)S(=O)(=O)c2ccc(Cl)cc2)n1	-9%
C=CCNC(=S)NNC(=O)c1ccc(OCC)cc1	-14%
CCCN(CCC)S(=O)(=O)c1ccc(C(=O)NCc2ccc3c(c2)OCO3)cc1	-38%
Cc1ccc(SCc2cn3cccnc3n2)cc1	8%
COc1cc(-c2nnc(SCC(=O)Nc3cc(C)on3)n2C)cc(OC)c1O	-5%
O=C(Nc1ccc(Cl)cc1)Nc1nnc(Cc2ccc(Cl)cc2)s1	-10%
N#Cc1cccc(NC(=O)Nc2cccs2)c1	-8%
CC(=O)c1ccc(S(=O)(=O)NCc2cccnc2)cc1	-1%
CCOC(=O)C(Cc1c[nH]c2ccccc12)NC(=O)c1ccco1 (stereo unspecified)	-6%
COC(=O)C1=C(C)N(C)C(=O)NC1c1cc(Cl)c(O)c(OC)c1 (stereo unspecified)	-26%
CCOC(=O)Nc1sc2c(c1C(=O)OCC)CCC(CC)C2 (stereo unspecified)	5%
COc1ccc2nc(Nc3nc(CSc4nnnn4-c4ccccc4)cc(=O)[nH]3)nc(C)c2c1	-8%
COc1ccc(NC(=O)CSc2nc(N)c3cc4c(nc3n2)CCCC4)c(OC)c1	-8%
O=C(c1ccc2c(c1)OCCO2)N1CCN(Cc2ccccc2)CC1	-19%
O=C(Nc1ncnc2c1CCC2)C12CC3CC(CC(C3)C1)C2	-8%
NC(=O)CSc1nnc(C2CC2)n1Cc1ccccc1	-8%
COc1ccc(C2C(CC(=O)O)=C(O)C(=O)N2c2ccccc2)cc1 (stereo unspecified)	5%
COc1cc(C(=O)Oc2ccc3c(C)cc(=O)oc3c2C(C)=O)cc(OC)c1OC	-3%
Cc1ccc(NC(=O)c2ccccc2C(F)(F)F)c(C)c1	-6%
Cc1ccc(C(=O)N2CCN(c3cc4c(cc3[N+](=O)[O-])n(C)c(=O)n4C)CC2)cc1	-10%
CCN1C(=O)CC(NCc2ccc3c(c2)OCO3)C1=O (stereo unspecified)	1%
Cc1ccc(C)c(S(=O)(=O)N2CCC(c3nc4c(nnn4Cc4ccc(F)cc4)c(=O)[nH]3)CC2)c1	6%
CN1C(=O)/C(=C\c2ccsc2)SC1=S	10%
O=C(OCCO)c1cc(Cl)c(C(=O)OCCO)cc1Cl	-15%
Cc1nn(-c2ccccc2)cc1/C=N/O	-2%
O=C(CCC(=O)N1CCN(S(=O)(=O)c2ccc(Cl)cc2)CC1)NC1CCCc2ccccc21 (stereo unspecified)	-7%
Cc1nc2ccc(S(=O)(=O)N(C)CC(=O)N3CCc4ccccc4C3)cc2s1	5%
CC(C)(C)C(=O)NNC(=O)CCCOc1ccc(Cl)cc1Cl	-2%
C=CCOc1ccc(Cl)cc1CNCCCN1CCOCC1	-5%

Part of the list above in order of heavy-atom count, largest number first.
SMILES	mouse EphA4 binding
Cc1ccc(C)c(S(=O)(=O)N2CCC(c3nc4c(nnn4Cc4ccc(F)cc4)c(=O)[nH]3)CC2)c1	6%
COc1ccc2nc(Nc3nc(CSc4nnnn4-c4ccccc4)cc(=O)[nH]3)nc(C)c2c1	-8%
O=C(CCC(=O)N1CCN(S(=O)(=O)c2ccc(Cl)cc2)CC1)NC1CCCc2ccccc21 (stereo unspecified)	-7%
COc1cc(C(=O)Oc2ccc3c(C)cc(=O)oc3c2C(C)=O)cc(OC)c1OC	-3%
Cc1nc2ccc(S(=O)(=O)N(C)CC(=O)N3CCc4ccccc4C3)cc2s1	5%
COc1ccc(C2C(CC(=O)O)=C(O)C(=O)N2c2ccccc2)cc1 (stereo unspecified)	5%
CCOC(=O)C(Cc1c[nH]c2ccccc12)NC(=O)c1ccco1 (stereo unspecified)	-6%
COC(=O)C1=C(C)N(C)C(=O)NC1c1cc(Cl)c(O)c(OC)c1 (stereo unspecified)	-26%
C=CCOc1ccc(Cl)cc1CNCCCN1CCOCC1	-5%
Cc1ccc(NC(=O)c2ccccc2C(F)(F)F)c(C)c1	-6%
NC(=O)CSc1nnc(C2CC2)n1Cc1ccccc1	-8%
N#Cc1cccc(NC(=O)Nc2cccs2)c1	-8%
Cc1nn(-c2ccccc2)cc1/C=N/O	-2%
CN1C(=O)/C(=C\c2ccsc2)SC1=S	10%

Other entries follow:
SMILES	mouse EphA4 binding
O=c1cc(CO)oc(CN2CCN(Cc3ccccc3)CC2)c1O	-7%
Cc1nnc(NC(=O)c2ccc(S(=O)(=O)N3CCCCCC3)cc2)o1	-13%
COc1ccc(Oc2nc(SC)nc3ccsc23)cc1	-13%
Cc1ccc(CSc2nnc(Nc3ccc(C)cc3)s2)cc1	-12%
CC(C)CN1C(=O)c2ccc(C(=O)Nc3c[nH]c(=O)[nH]c3=O)cc2C1=O	-4%
O=C(Nc1ccc2c(c1)OCCO2)C1CCCN(S(=O)(=O)c2cccs2)C1 (stereo unspecified)	-16%
CCOc1nc(OCC)nc(-n2cc(-c3ccccc3)nn2)n1	-9%
CCOC(=O)C1CCCCN1Cc1cccc(OC)c1OC (stereo unspecified)	-13%
O=C(Cn1c(C(=O)N2CCc3ccccc3C2)cc2sccc21)c1ccccc1	-8%
N#CC1=C(N)Oc2c(oc(CO)cc2=O)C1c1ccsc1 (stereo unspecified)	-4%
O=C1c2cccnc2C(Nc2ccc(S(=O)(=O)N3CCCCCC3)cc2)N1Cc1ccccc1 (stereo unspecified)	1%
CN(C)CCC(=O)c1ccc(Cl)cc1	-3%
CC(C)N(CCn1c(=S)[nH]c2ccccc2c1=O)C(C)C	-9%
Cn1c(C(=O)N2CCCC(C(=O)NCCN3CCOCC3)C2)cc2sccc21 (stereo unspecified)	-2%
